# Compound activity: PubChem, several laboratories
# S1P4 antag: blocks the human S1P4 receptor | O95977 | S1P4-expressing cells, antagonist mode, reporter read-out | inhibition, % at 4.98 µM | hit rate 0.26% among 220,000; in the data active = inhibition above about 29%;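 also: 0% = wells stimulated with agonist and 100% = vehicle wells without agonist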
# Target sequence (O95977 whole entry, looked up): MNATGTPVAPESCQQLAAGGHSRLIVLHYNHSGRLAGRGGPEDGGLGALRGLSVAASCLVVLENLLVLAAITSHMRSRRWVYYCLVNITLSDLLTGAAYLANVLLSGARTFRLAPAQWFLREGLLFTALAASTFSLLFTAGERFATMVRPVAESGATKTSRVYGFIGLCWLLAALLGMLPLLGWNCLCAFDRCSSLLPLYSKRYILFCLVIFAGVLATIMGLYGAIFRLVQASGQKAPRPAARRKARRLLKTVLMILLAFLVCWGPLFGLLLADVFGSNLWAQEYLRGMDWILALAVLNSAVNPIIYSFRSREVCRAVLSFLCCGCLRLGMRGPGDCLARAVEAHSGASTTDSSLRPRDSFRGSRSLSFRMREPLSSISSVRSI
# Ba/F3 V617F tox: reduce viability of Ba/F3 cells dependent on JAK2V617F; Ba/F3 EpoR-JAK2V617F viability, ATP luminescence; inhibition, % at 5.6 µM; hit rate 1.1% among 220,000;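 active = inhibition above the campaign mean plus 3 SD over all tested compounds, cut at about 24% in these data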;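 also: cytokine-independent growth of Ba/F3 cells driven by EpoR plus mutant JAK2; 0% = DMSO-treated cells and 100% = JAK inhibitor I control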
# S1P4 agonist: activates the human S1P4 receptor. O95977. S1P4-expressing cell line, agonist reporter assay. activation, % at 4.98 µM. hit rate 0.35% among 220,000. AID 1509; in the data active = activation above about 11%;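 also: 0% = DMSO vehicle and 100% = reference agonist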
# EP2 modulator: modulators of human EP2 prostaglandin E2 receptor; induction, % at 25 µM; hit rate 0.83% among 260,000; P43116; EP2-expressing cells, cAMP HTRF FRET, PGE2 co-stimulation;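 active = compounds whose cAMP rise, as percent of the full-agonist control response, exceeds 60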;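 also: rat C6 glioma line stably carrying human EP2 under a CMV promoter; the protocol text gives 20 µM as final concentration; 100% = response of wells given 1 µM PGE2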
# zfTRPN1 agonist: activates the zebrafish TRPN1 channel | HEK293 zebrafish TRPN1-YFP, Fluo-8 calcium fluorescence; 100% = response to 87 µM carbachol | activation, % at 3 µM | hit rate 0.18% among 220,000 | AID 1424;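 active = activation above its plate's cutoff, the mean activation of test wells on that plate plus 3 SD, cut at about 19% in these data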;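 also: 0% = DMSO alone and 100% = 87 µM carbachol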
#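 Assay system: Zebrafish TRPN1-YFP in HEK293 cells | Incubation: Dye loading 1 h at 37 °C, then 30 min room temperature | Measured by: Kinetic Fluo-8 fluorescence, ex 470-495, em 515-575 nm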
# BaF3 tox: reduces parental Ba/F3 cell viability, JAK2V617F counter-screen; hit rate 1.1% among 220,000; inhibition, % at 5.6 µM; CellTiter-Glo ATP luminescence;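 active = inhibition above a per-campaign cutoff, the mean inhibition of all tested compounds plus 3 SD, cut at about 27% in these data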;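 also: 0% = DMSO wells and 100% = JAK Inhibitor I control wells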
# TRPML3 ag: human mucolipin-3 channel agonism | Q8TDD5 | AID 1448 | hit rate 0.29% among 220,000 | activation, % at 3 µM | HEK293 TRPML3-YFP, Fluo-8 calcium fluorescence; 100% = the carbachol control signal;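 active = activation above its plate's cutoff, the mean activation of the plate's test wells plus 3 SD, cut at about 12% in these data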;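 also: 0% = DMSO only wells and 100% = carbachol wells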
# Target sequence (Q8TDD5 whole entry, looked up): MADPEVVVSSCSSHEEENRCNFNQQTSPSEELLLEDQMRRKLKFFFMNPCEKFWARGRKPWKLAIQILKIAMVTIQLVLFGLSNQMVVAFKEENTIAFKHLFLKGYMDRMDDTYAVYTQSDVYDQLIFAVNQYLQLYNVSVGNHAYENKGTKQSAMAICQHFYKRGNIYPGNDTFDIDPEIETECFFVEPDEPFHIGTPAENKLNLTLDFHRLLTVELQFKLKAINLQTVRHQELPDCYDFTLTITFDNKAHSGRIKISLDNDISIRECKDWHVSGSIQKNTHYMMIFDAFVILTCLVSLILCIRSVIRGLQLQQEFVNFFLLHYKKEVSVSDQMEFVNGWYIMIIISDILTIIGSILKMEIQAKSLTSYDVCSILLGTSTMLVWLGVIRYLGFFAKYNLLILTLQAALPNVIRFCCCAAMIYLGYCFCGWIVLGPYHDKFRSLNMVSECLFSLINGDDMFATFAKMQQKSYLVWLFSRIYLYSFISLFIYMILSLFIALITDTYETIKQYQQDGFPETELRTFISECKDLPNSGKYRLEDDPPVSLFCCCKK
#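 Material: TRPML3-YFP stable HEK293 cells | Dosing: One concentration, 3 µM nominal, 0.3% DMSO | Timing: 125 s total fluorescence read per well | Technique: Fluo-8 calcium dye fluorescence, ex 470-495, em 515-575 nm | Measure: Percent activation from peak-to-basal fluorescence ratio, scaled between DMSO and carbachol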
# PERK inh: human PERK inhibition, primary cell-based screen | CHO PERK-DD fusion, SEAP luminescence translation reporter | inhibition, % at 5.6 µM | hit rate 0.17% among 220,000 | AID 1416;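 active = inhibition above the mean inhibition of all tested compounds plus 3 SD, set separately per screening campaign, cut at about 2.9% in these data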;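 also: PERK kinase domain activated by AP20187 dimerizer at 100 nM; 0% = DMSO with dimerizer and 100% = rapamycin at 8.4 µM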
# m-calpain inh: blocks pig calpain II enzyme activity; purified calpain II, fluorogenic peptide substrate, 30 min; inhibition, % at 16 µM; hit rate 0.37% among 220,000;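 active = inhibition above about 50%, limit read from the data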
# Starred values were filed as active, the others as inactive; / = no result given; & = joins results of further samples.
SMILES,S1P4 antag,Ba/F3 V617F tox,S1P4 agonist,EP2 modulator,zfTRPN1 agonist,BaF3 tox,TRPML3 ag,PERK inh,m-calpain inh
CCCSc1nnc2nc3c(nn12)c1ccccc1n3C,-8,0,-0.3,14,0.2,6,-0.6,-0.2,-4
Cc1cc(C(=O)NCc2cccs2)nn1C,-6,-7,0.8,5,-1.0,3,-0.1,0.6,3
CCCNS(=O)(=O)c1ccc(OCC(=O)N(C)Cc2ccccc2)cc1,0,-2,-0.1,11,1.8,4,-0.5,0.2,-3
COc1cc(OC)cc(C(=O)N2CCN(c3ccccc3F)CC2)c1,7,2,-1.9,-38,0.1,-2,-0.1,0.0,41
Cc1cccc(-n2nc(CC#N)c(C#N)c2N)c1,-2,0,0.8,18,0.8,4,0.4,0.8,-36
O=c1c2ccccc2nnn1COc1ccc(F)cc1Cl,0,2,-1.1,3,-1.3,0,-0.3,-0.3,-10
O=C(Nc1ncn[nH]1)c1ccccc1O,-1,-2,1.3,-15,-1.0,1,0.4,-0.5,-297
Nc1nc(-c2cccnc2)nn1C(=O)CCc1ccccc1,-9,-5,1.9,/,2.1,0,1.0,2.2,/
Cn1c(SCc2nc3ccccc3[nH]2)nnc1-c1cccnc1,-20,-5,0.3,7,2.4,2,1.3,0.9,-107
CN(CCO)c1c2c(nc3cc(-c4cccc(F)c4)nn13)CCCC2,-19,1,0.2,-5&16,-1.2,2,-0.6,-0.8,0
CCc1noc(C)c1C(=O)N1CCCC(CCC(=O)NCc2cccc(OC)c2)C1 (configuration not stated),4,-2,1.3,7,1.4,5,0.5,0.9,-14
CCc1ccccc1NC(=S)N(CCN(C)C)C(C)c1ccco1 (configuration not stated),-1,0,-1.1,0,2.2,1,0.6,0.6,32
O=C(COc1ccccc1)NCC1CCCO1 (configuration not stated),-14,0,-0.3,1,-0.8,2,1.7,1.1,-3
COc1ccc2c(COC(=O)c3n[nH]c4ccccc34)cc(=O)oc2c1,-22,-2,-3.0,75*,-0.3,6,0.4,-1.3,-217
COc1ccc(-c2[nH]n(-c3ccc([N+](=O)[O-])cc3)c(=O)c2C=NCc2ccccc2)cc1,1,1,1.2,29,2.1,5,0.7,1.5,-18
CC(Oc1ccc(/C=N/NC(=O)Cc2cccc3ccccc23)cc1)C(=O)O (configuration not stated),-2,-3,1.4,-26,0.4,-2,0.6,0.9,-9
COc1ccc(N2C(=O)C3CCCN3C2c2cccc(Br)c2)cc1 (configuration not stated),14,-2,1.8,9,1.1,3,0.7,0.4,21
O=C(Nc1ccc(-c2nnc3n2CCCCC3)cc1)c1cc2ccccc2o1,-12,1,1.0,-14,1.0,7,0.5,-1.3,-5
Cc1c(C#N)c(N)nc(Cl)c1C#N,-6,1,0.9,23,1.1,1,1.0,0.2,-35
COc1cc(/C(C#N)=C/c2ccccc2)c([N+](=O)[O-])cc1OC,3,-4,2.1,17,0.3,3,0.1,-0.8,10
C/C(=N\S(=O)(=O)c1ccc(C)cc1)N1CCCCC1,-11,1,1.4,13,0.4,80*,0.7,0.7,-2
CCOc1ccc(S(=O)(=O)N(CC(=O)N2CCc3ccccc32)Cc2ccco2)cc1,-24,3,-1.6,-1,-0.9,10,0.1,-0.9,12
O=C1CCC(C(=O)Nc2ccccc2N2CCOCC2)=NN1,0,-5,0.7,8,1.5,-1,0.6,0.2,-5
Cc1cc(Cl)cc(Br)c1OCCNCC(C)O (configuration not stated),-6,-1,0.4,-12,0.8,2,1.4,-0.7,15
COc1ccccc1/C=N/OCC(=O)NCc1ccc2c(c1)OCO2,-10,-3,-0.8,-8,0.0,0,-0.3,0.4,16
CCOc1ccc(NC(=O)c2cc3ccccc3cc2O)cc1,-15,-3,-0.2,-1,0.8,-3,0.6,0.9,-40
Cc1ccc(C)c(C(=O)COC(=O)c2cc(Cl)nc3ccccc23)c1,-24,-3,2.0,10,-0.2,3,0.5,0.6,8
O=C(c1ccc(F)cc1)N1CCCC(c2ccccc2)C1 (configuration not stated),-12,0,0.4,-15,-2.4,9,0.2,-0.4,-8
O=C(CCC(=O)N1CCc2ccccc21)Nc1ccccc1,4,-2,-1.3,1,0.3,2,0.3,0.9,-4
COc1ccc(C2CC(=O)N(CCCN(C)CCc3ccc(OC)c(OC)c3)C2)cc1 (configuration not stated),2,6,-0.3,2,0.5,7,1.2,-0.4,-1
CCC(C)NC(=O)CSc1nnc(-c2ccoc2C)n1CC1CCCO1 (configuration not stated),-5,-1,4.5,-3,0.1,1,0.7,0.7,-25
COc1ccc(N2CCN(c3ncnc4c3nnn4Cc3ccccc3Cl)CC2)cc1,7,-1,1.6,35,0.2,0,0.5,0.8,-32
CN(C)C(=O)CC12CC3CC(C1)CC(CC(=O)N(C)C)(C3)C2,-3,1,-0.7,21,1.8,7,0.8,0.5,-4
Cc1cc(NCCO)nc(-n2nc(C)cc2C)n1,-3,-3,2.7,33,0.5,2,0.0,0.9,-30
Cc1csc(Sc2ccc([N+](=O)[O-])cc2C(=O)OCC(=O)NC2CCCC(C)C2C)n1 (configuration not stated),-9,-2,0.6,-6,-0.9,8,-0.2,0.7,9
CC(=O)c1cccc(NC(=O)CSc2nc(N3CCCCC3)nc(N3CCCCC3)n2)c1,-15,2,0.0,51,-0.5,7,0.7,0.2,-58
BrC(/C=C\c1ccccc1)=N/Nc1nc(N2CCOCC2)nc(N2CCOCC2)n1,16,-1,0.8,-36,0.8,-2,0.6,0.2,-13
O=C(Nc1ccc(Cl)cc1)/C(=C/c1cccc(O)c1)c1nc2ccccc2s1,38*,68*,-0.1,3,-0.5,-2,0.3,-1.2,-35
O=S(=O)(NC(=S)Nc1ccccc1)c1ccc(F)cc1,4,-2,0.2,-10,1.4,-1,0.5,0.7,-9
c1ccc(-c2nn3c(Cn4nnc5ccccc54)nnc3s2)cc1,-22,-3,-2.3,-1,0.1,6,0.6,0.2,12
CN(C)/C=C/c1onc(-c2c(Cl)cccc2Cl)c1C#N,5,1,0.7,3,1.0,9,1.2,0.3,36
O=C(N/N=C/c1cccc2ccccc12)c1n[nH]c2c1CCCC2,-15,-2,0.4,-19,1.4,9,0.9,0.9,-93
COc1ccc(C(=O)Cn2c(Cl)nc3c2c(=O)n(C)c(=O)n3C)cc1,-15,-2,2.5,-30,3.6,0,1.8,-0.8,-16
FC(F)(F)c1nnc(-c2ccccc2)nc1N1CCOCC1,-20,0,0.0,4,-1.9,2,-0.2,-0.2,-15
CC1=C(C(=O)OCC2CCCO2)C(c2cccc(O)c2)NC(=O)N1 (configuration not stated),-15,3,1.6,23,-1.0,3,0.1,-0.4,-4
CCOC(=O)c1cnc(Nc2nc3ccccc3o2)nc1CSC(=S)N(CC)CC,-5,-3,1.5,15,0.7,3,0.4,0.7,-31
Cc1cccc(NC(=O)c2ccc(NCCc3ccccc3)c([N+](=O)[O-])c2)c1,-10,0,-1.2,-86,0.8,3,0.6,1.5,15
CCn1c(SCC(=O)N/N=C(/C)c2ccncc2)nc2ccccc21,1,-3,1.0,-3,0.2,-2,-0.6,-1.5,10
O=C(C/C=N\OCc1c(Cl)cccc1Cl)Oc1ccc(Cl)cc1Cl,-10,0,2.4,18,-0.7,3,0.7,0.5,5
COCCNC(=O)CCCn1c(=O)c2ccccc2n(Cc2cccc([N+](=O)[O-])c2)c1=O,-2,-1,-1.3,20,1.4,9,0.7,0.2,1
CCOC(=O)N1CCC(NS(=O)(=O)c2ccc(NC(C)=O)c(Cl)c2)CC1,4,-3,1.0,-18,1.4,-2,2.3,-0.7,-2
CC1(C)C(=O)C2(CCCCC2)C(=O)OC1c1cccc([N+](=O)[O-])c1 (configuration not stated),-3,-3,0.5,33,0.7,5,1.2,-0.1,-5
CC(=O)NCCn1c(SCc2cccc([N+](=O)[O-])c2)nc2ccccc2c1=O,1,-2,0.3,14,-0.2,2,0.6,0.5,0
COc1cccc(-n2nc(C#N)c(Cl)cc2=O)c1,94*,8,-3.4,20,-1.3,-10,0.5,1.2,-33
CCc1cccc(CC)c1NC(=O)NC1CCCCC1,-29,-5,3.6,-3,1.0,0,0.6,0.6,-4
CCOC(=O)c1c(NC(=O)CSc2c[nH]c3ccccc23)sc2c1CCC2,-4,-6,1.4,30,-1.1,2,0.6,-0.3,-11
Cc1ccc(Nc2nc(-c3ccc(O)cc3O)cs2)nc1,-12,-1,-1.1,-24,-1.7,4,0.4,-0.4,-31
CS(=O)(=O)N1N=C(c2ccco2)CC1c1ccccc1Cl (configuration not stated),0,2,0.6,0,-0.7,2,0.0,-1.0,3
O=C(Cn1nc(C(=O)O)c2ccccc2c1=O)NC12CC3CC(CC(C3)C1)C2,-13,-2,-0.2,-38,1.6,3,0.7,1.1,10
CCC(CC)C(=O)N1N=C(c2ccc(NS(C)(=O)=O)cc2)CC1c1ccc(C)cc1 (configuration not stated),6,6,-2.0,30,0.6,-3,-1.1,-1.4,-325
# Following part:
SMILES,S1P4 antag,Ba/F3 V617F tox,S1P4 agonist,EP2 modulator,zfTRPN1 agonist,BaF3 tox,TRPML3 ag,PERK inh,m-calpain inh
COC(=O)c1c(Cc2ccccc2Cl)c[nH]c1C,4,3,1.3,38,-3.3,7,-1.2,0.0,25
CCOC(=O)c1sc2nc(Cc3ccc(Cl)cc3)[nH]c(=S)c2c1C,-7,-5,-2.0,29,-2.7,0,0.3,0.2,21
CC(C)CNC(=S)NNC(=O)c1csc2c1CCCC2,4,-2,0.7,-20,-0.6,2,0.3,0.5,33
COCc1cc(C)nc(OC)c1C(N)=O,-10,6,-0.2,7,1.8,3,1.2,-0.7,1
CCCCOc1ccc(/C=C/C(=O)OCC(=O)N2CC(=O)Nc3ccccc32)cc1OCC,-11,0,0.2,17,-1.1,2,-0.2,-0.5,-21
Cc1nn(-c2ccccc2)c2c1C(c1cccnc1)N1C=C(S(=O)(=O)N3CCCCC3)C=CC1=N2 (configuration not stated),-12,-1,-0.8,-57,-0.6,4,0.6,-0.2,-31
Cc1ccc(N(C(=O)C(F)(F)F)C(C(=O)NC2CCCCC2)c2cccs2)cc1C (configuration not stated),-9,-3,0.0,2,2.1,5,1.4,0.3,13
O=C(O/N=C1\CCCc2ccccc21)C1CC1,-14,4,2.2,19,-0.3,4,0.9,1.4,4
Cc1nc2c(-c3ccccc3)c(C)[nH]n2c(=O)c1Cc1ccccc1,-10,-4,0.3,-38,-0.4,2,0.1,-0.4,-36
CC1=C(C#N)C(=O)OC(C)(C)C1,4,-2,1.3,1,1.1,-1,0.8,0.8,-15

# Ordered by formula weight (smallest number first): part of the list above
SMILES,S1P4 antag,Ba/F3 V617F tox,S1P4 agonist,EP2 modulator,zfTRPN1 agonist,BaF3 tox,TRPML3 ag,PERK inh,m-calpain inh
CC1=C(C#N)C(=O)OC(C)(C)C1,4,-2,1.3,1,1.1,-1,0.8,0.8,-15
COCc1cc(C)nc(OC)c1C(N)=O,-10,6,-0.2,7,1.8,3,1.2,-0.7,1
COC(=O)c1c(Cc2ccccc2Cl)c[nH]c1C,4,3,1.3,38,-3.3,7,-1.2,0.0,25
CCOC(=O)c1sc2nc(Cc3ccc(Cl)cc3)[nH]c(=S)c2c1C,-7,-5,-2.0,29,-2.7,0,0.3,0.2,21
CCCCOc1ccc(/C=C/C(=O)OCC(=O)N2CC(=O)Nc3ccccc32)cc1OCC,-11,0,0.2,17,-1.1,2,-0.2,-0.5,-21
